# Mot1-301 SUMO: SUMOylation pathway inhibition by Mot1-301 growth rescue | S. cerevisiae Mot1-301 growth rescue, ATP luminescence, 38.5C; percent above DMSO median, 100 means doubled | growth rescue, % at 18.8 µM | 320,000 compounds, 1% hits | AID 2716;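 active = every valid replicate shows activation above 250% relative to neutral control wells; inactive = the rest, any valid replicate at or below 250%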;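 also: OY570 slx delta 5 strain wells were the positive control but not used for scaling; some compounds called inactive have numbers as strong as hits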
# CDK5 p35 inh: inhibitors of human CDK5/p35 kinase; Q00535+Q15078; Recombinant CDK5/p35, ADP-Glo luminescence, 60 min; 330,000 compounds, 0.01% hits; AID 488839; inhibition, % at 10 µM;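 active = highest replicate inhibition of at least 50% and at least 75% of replicates reaching 50%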;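 also: plate controls were DMSO neutral control for no effect and GW8510 at 10 µM for full effect; many of its hits are not listed in these tables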
# SR-BI DiI inh: inhibitors of mouse SR-BI mediated HDL lipid uptake; ldlA[mSR-BI] CHO cells, DiI-HDL uptake fluorescence, 3 h; inhibition, % at 12.5 µM; 320,000 compounds, 0.96% hits;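 active = mean replicate inhibition of at least 70% and a set share of replicates each scoring 70 or more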;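 also: 0% = median of neutral control wells and 100% = median of positive control wells; values of inactives mirror those of a sister screen read the other way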
# Target sequence (Q61009 whole entry, looked up): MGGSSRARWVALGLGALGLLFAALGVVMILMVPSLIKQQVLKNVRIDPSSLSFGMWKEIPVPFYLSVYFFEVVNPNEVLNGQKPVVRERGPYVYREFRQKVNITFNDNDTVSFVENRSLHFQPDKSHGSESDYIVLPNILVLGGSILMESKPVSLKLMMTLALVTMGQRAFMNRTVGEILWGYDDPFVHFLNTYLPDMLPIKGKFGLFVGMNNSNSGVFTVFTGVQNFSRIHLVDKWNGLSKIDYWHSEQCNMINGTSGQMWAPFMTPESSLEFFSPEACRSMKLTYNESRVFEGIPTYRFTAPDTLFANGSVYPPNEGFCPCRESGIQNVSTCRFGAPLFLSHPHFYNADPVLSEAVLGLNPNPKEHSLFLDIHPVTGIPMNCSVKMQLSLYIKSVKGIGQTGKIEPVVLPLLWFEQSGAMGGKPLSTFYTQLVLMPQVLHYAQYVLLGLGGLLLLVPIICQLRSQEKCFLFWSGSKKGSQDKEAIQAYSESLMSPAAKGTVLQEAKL
# DSG3 Ab inh: human desmoglein-3 autoantibody binding inhibition; binding (percent of control), % at 10 µM; 310,000 compounds, 0.48% hits; DSG3-coupled beads, scFv-anti-DSG3-GFP binding, flow cytometry; stronger effect = lower value;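 active = binding more than 3 SD below its plate's average and above zero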;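 also: hits lower antibody fragment binding to DSG3; some compounds called inactive have numbers as strong as hits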
# PKA-R1A activ: activators of PKA-R1A complex; activation, % at 11.4 µM; AID 504707; 340,000 compounds, 0.083% hits; P00514+P68181; PKA-R1A dissociation, Cy5-IP20 fluorescence polarization; scaled: DMSO 0%, 113 µM cGMP 100%;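 active = percent activation above the mean of all tested compounds plus 3 SD, cut at about 19% in these data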;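 also: higher means more PKAc released from R1A so a rise in polarization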
# Arrestin-AP2 inh: inhibitors of human beta-arrestin and AP2 interaction; inhibition, % at 10 µM; FITC-arrestin peptide / GST-AP2 beads, flow cytometry; AP2 beta2 appendage carries R879A mutation; 340,000 compounds, 0.31% hits;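 active = inhibition above a set limit, near 3 SD of compounds lacking own fluorescence, cut at about 54% in these data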;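 also: plate controls were DMSO wells for no effect and 5 µM unlabelled arrestin peptide for full effect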
#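 System: GST-AP2 R879A bound to glutathione beads, E. coli-expressed. Also added: 50 nM FITC-arrestin peptide. Schedule: compound with beads 12 min RT, then probe 1 h RT. Signal: bead flow cytometry, FITC channel. Read-out basis: percent response.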
# MITF act: activators of MITF-driven TRPM1 promoter activity in SK-MEL-5 cells; SK-MEL-5 TRPM1-promoter luciferase, 24 h; % of positive control, neutral wells = 0; activation, % at 12.5 µM; 300,000 compounds, 0.75% hits;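 active = mean activation of at least 80% with every replicate also reaching 80%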;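 also: 0% = neutral control wells and 100% = parthenolide positive control wells; values of inactives mirror those of a sister screen read the other way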
# NSD2 HMT inh: NSD2 (human) methyltransferase inhibition | O96028 | inhibition, % at 12.5 µM | NSD2 peptide methylation, AlphaScreen, 120 min | 310,000 compounds, 0.54% hits; in the data active = inhibition above about 50%
# SR-BI DiI-HDL act: activators of SR-BI mediated HDL lipid uptake; CHO ldlA[mSR-BI] cells, DiI-HDL uptake fluorescence, 3 h; 100 = double the neutral-control signal; activation, % at 12.5 µM; 320,000 compounds, 0.096% hits; AID 504775;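 active = mean replicate activation of at least 60% and every replicate at or above 60%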;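 also: 0% = median plate neutral-control signal and 100% = twice that signal; values of inactives mirror those of a sister screen read the other way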
#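 system = CHO ldlA[mSR-BI] cells, LDL receptor-null, SR-BI overexpressing | medium = Ham's F12 with 0.5% BSA, HEPES 25 mM, pH 7.4 | probe or stimulus = DiI-HDL 10 µg/mL | compound dosing = single-point compound dose | incubation = compound exposure 3 h, 37 °C | technique = DiI fluorescence, bottom read | read-out = cell-associated DiI fluorescence as measure of HDL uptake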
# PKA-R2B act: activates the human PKA-R2B holoenzyme complex | activation, % at 11.4 µM | P22694+P31323 | 340,000 compounds, 0.079% hits | PKA-R2B holoenzyme dissociation, Cy5-IP20 fluorescence polarization; R2B truncated from residue 108, S112A mutant; 0% DMSO only, 100% 113 µM cGMP;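 active = activation above a cutoff set at the mean over all compounds plus 3 SD, cut at about 18% in these data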;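 also: higher means more holoenzyme dissociation and a rise in polarization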
# Target sequence (P31323 whole entry, looked up, other chains not shown, the tested form may be a part): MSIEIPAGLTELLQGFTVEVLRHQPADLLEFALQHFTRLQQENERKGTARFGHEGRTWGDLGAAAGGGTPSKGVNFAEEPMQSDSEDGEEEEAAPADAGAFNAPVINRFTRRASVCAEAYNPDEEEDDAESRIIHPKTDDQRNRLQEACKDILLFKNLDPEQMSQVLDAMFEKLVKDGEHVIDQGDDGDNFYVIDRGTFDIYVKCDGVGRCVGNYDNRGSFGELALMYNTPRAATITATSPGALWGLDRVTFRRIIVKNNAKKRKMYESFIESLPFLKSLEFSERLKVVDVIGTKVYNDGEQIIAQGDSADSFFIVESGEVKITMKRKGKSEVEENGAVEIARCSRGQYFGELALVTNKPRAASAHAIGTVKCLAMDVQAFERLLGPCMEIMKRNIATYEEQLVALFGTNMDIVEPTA
# dFosB act: activators of mouse delta FosB homodimer; purified delta FosB, TAMRA-CDK5 oligo fluorescence polarization; percent of positive-control signal above neutral wells; activation, % at 25 µM; 340,000 compounds, 0.99% hits;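 active = mean activation above about 17%, with every replicate also reaching it, limit read from the data, passing the limit was not always enough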;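 also: fluorescence polarization rise as delta FosB binds a TAMRA Cdk5 AP-1 oligo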
# * = called active by the depositor; nt = no result given. Compounds as they come (roughly 4.7% active in at least one column).
SMILES,Mot1-301 SUMO,CDK5 p35 inh,SR-BI DiI inh,DSG3 Ab inh,PKA-R1A activ,Arrestin-AP2 inh,MITF act,NSD2 HMT inh,SR-BI DiI-HDL act,PKA-R2B act,dFosB act
COc1ccc(/C=C2\SC(=O)N(CCNC(=O)Cc3coc4cc(OC)ccc34)C2=O)cc1,120,0.5,19,100,-10,-4,20,0,-19,0,-5
Cn1c(=O)[nH]c(=O)c2c1nc(CN1CCN(c3ccc(F)cc3)CC1)n2CCc1ccccc1,-3,-0.4,5,93,-11,0,11,4,-5,-7,-1
O=C(C[n+]1cccc(/C=N/O)c1)N1CCCc2ccccc21,-13,-2.8,-6,101,3,-2,2,1,6,-13,0
Nc1cc(S(=O)(=O)O)cc([N+](=O)[O-])c1O,-35,-3.2,-10,97,-4,-11,-2,87*,10,-1,-8
O=C(CN=C1NS(=O)(=O)c2ccccc21)OCC(=O)c1ccccc1,-1,-0.4,-5,100,7,-3,-12,nt,5,-1,-3
Cc1cc(=O)oc2cc(OCC(=O)N3CC[C@@]4(O)CCCC[C@H]4C3)ccc12,19,-1.9,0,101,10,28,-6,nt,0,0,-5
CCCNC(=O)NCc1ccc(N2CCCC2=O)cc1,-5,-1.6,12,108,7,1,nt,-1,-12,-4,4
COc1cc(CNCc2ccc(C)cc2)cc(OC)c1OC,80,0.9,-2,104,-4,10,-6,2,2,0,-5
COc1cccc(Nc2nc(-c3ccc(O)cc3)cs2)c1,27,-3.5,58,100,-2,4,90*,2,-58,-9,1
O=C(N/N=C/c1ccc(Cl)c([N+](=O)[O-])c1)c1ccc2nc[nH]c2c1,-17,-0.7,2,91,-10,9,nt,9,-2,-9,-2
O=C(NC1CCCC1)C(c1cccnc1)N(C(=O)c1ccco1)c1ccc(F)cc1 (configuration not stated),14,1.2,nt,nt,-7,2,3,-4,nt,-14,-2
Cc1ccc(-c2nc(CSc3nc4ccccc4c(=O)n3CCO)cs2)cc1,16,-0.3,-21,99,-1,17,13,-2,21,-3,-7
Cc1ccccc1NC(=O)COC(=O)COc1ccc2c(c1)CCC2,nt,-0.2,-1,106,-5,-9,-10,6,1,-1,0
Cc1cc(C(=O)CN2C(=O)CN(C)C2=O)c(C)n1-c1cccc(S(=O)(=O)N2CCOCC2)c1,-13,-0.1,-18,99,-8,19,4,-1,18,11,-9
COC(=O)c1ccccc1NC(=O)Nc1cccc(C)n1,-12,0.5,-10,102,0,20,-4,-2,10,5,-1
CCOC(=O)N1CCN(S(=O)(=O)c2ccc(OC)c3ccccc23)CC1,-1,-0.2,-12,101,4,-2,-4,2,12,-9,0
CC(C)(C)OC(=O)NN1CC(=O)N2Cc3[nH]c4ccccc4c3C[C@H]2C1=O,0,-0.6,19,106,-9,-7,12,-1,-19,2,-5
CCCc1sc(N/N=C/c2ccccn2)nc1-c1ccc(F)cc1,-2,-1.9,61,100,-14,5,-58,nt,-61,-1,0
CCOC(=O)c1ccc(NC(=O)CSc2nc(C)nc3c2c(=O)n(C)c(=O)n3C)cc1,0,-0.7,-6,102,-4,3,5,nt,6,-10,-20
O=C(Cc1c[nH]c2ccccc12)OCC(=O)c1ccccc1,168,-1.6,-26,100,-17,20,-14,5,26,-7,6
CCOC(=O)Cc1c(C)c2c(O)cc(O)cc2oc1=O,9,-1.0,-32,98,-13,3,-2,1,32,-10,-3
Cc1cccc(OCC(=O)NCC2CCCO2)c1C (configuration not stated),-7,-0.3,-5,102,1,6,-4,19,5,-2,-2
Cc1ccc(NC(=O)CCCn2nc(C)c3c(C)n(-c4ccccc4)nc3c2=O)c(Cl)c1,-10,-0.1,57,95,-8,-11,-9,6,-57,-1,2
CCOc1cc(NS(=O)(=O)c2ccc(NC(C)=O)cc2)c(OCC)cc1NC(=O)C(C)C,1,-3.2,8,100,4,-7,7,-15,-8,2,-9

# An excerpt from further up, for reference:
SMILES,Mot1-301 SUMO,CDK5 p35 inh,SR-BI DiI inh,DSG3 Ab inh,PKA-R1A activ,Arrestin-AP2 inh,MITF act,NSD2 HMT inh,SR-BI DiI-HDL act,PKA-R2B act,dFosB act
O=C(Cc1c[nH]c2ccccc12)OCC(=O)c1ccccc1,168,-1.6,-26,100,-17,20,-14,5,26,-7,6
CCOC(=O)Cc1c(C)c2c(O)cc(O)cc2oc1=O,9,-1.0,-32,98,-13,3,-2,1,32,-10,-3

# Following part:
SMILES,Mot1-301 SUMO,CDK5 p35 inh,SR-BI DiI inh,DSG3 Ab inh,PKA-R1A activ,Arrestin-AP2 inh,MITF act,NSD2 HMT inh,SR-BI DiI-HDL act,PKA-R2B act,dFosB act
CCOC(=O)COc1coc(CN2CCN(c3ccccc3)CC2)cc1=O,-25,0.7,-31,99,-2,-4,-1,-5,31,3,0
COc1ccccc1C(=O)Nc1ccc2c(c1)OCO2,1,0.8,30,99,1,4,55,-3,-30,6,-10
O=C(CCl)Nc1ccc(N2CCCCCC2)cc1,64,1.6,-17,95,-4,23,10,23,17,-6,1
O=C(NC1CCN(Cc2ccccc2)CC1)c1ccccc1NS(=O)(=O)c1ccc(F)c(F)c1,nt,-2.6,7,104,12,-3,2,2,-7,3,-2
O=C(COc1cccnc1[N+](=O)[O-])Nc1ccc(Cl)c(S(=O)(=O)N2CCOCC2)c1,-19,1.5,5,103,0,-4,-2,2,-5,1,-4
CN(CC(=O)Nc1c(Cl)cccc1Cl)C(=O)CCCN1C(=O)c2ccccc2C1=O,3,-0.3,-2,97,4,2,-4,0,2,-5,-8
CC[C@]12c3[nH]c4ccc(Cl)cc4c3CCN1C(=O)[C@@H](CC(=O)NCc1cccc(C(F)(F)F)c1)C[C@@H]2C(=O)N1CCN(C(=O)c2ccco2)CC1,nt,0.1,27,96,7,15,-17,nt,-27,-5,-7
CC1(C)Cc2cccc(OCC(=O)Nc3ccc(OCC(N)=O)cc3)c2O1,-5,-1.9,19,103,-8,11,13,-2,-19,8,2
Nc1nc(NCCc2ccccc2)nc(NCc2ccccc2)c1[N+](=O)[O-],6,0.5,1,95,7,40,19,-4,-1,-4,3
CC(=O)NN1C(=O)c2ccc(Oc3cccc([N+](=O)[O-])c3)cc2C1=O,220,-1.1,5,103,-10,-48,-3,nt,-5,-4,-1
CN1CCN(C2CCN(c3cccc(Cl)c3)CC2)CC1CCO (configuration not stated),-16,0.8,-6,100,-5,-4,-4,3,6,-3,-1
COc1ccc(NS(=O)(=O)c2cc(N/C(=N\S(=O)(=O)c3ccccc3)c3ccc(F)cc3)ccc2Cl)cc1,nt,-0.5,-5,112,-16,3,-14,-1,5,2,2
COc1ccc(/C=C2\SC(=O)N=C2N)cc1OC,-4,0.4,10,97,6,4,8,-2,-10,2,0
C#CCOCCOCCOCCNc1nc(N2CCN(C(=O)C([C@@H](C)O)n3cc([C@@H](N)CCCCN)nn3)CC2)nc(N2CCN(C(=O)[C@H](CCCCN)n3cc([C@@H](N)CC(N)=O)nn3)CC2)n1 (some centres not stated),9,1.7,-13,106,4,3,4,nt,13,1,16
O=C(O)CCCC(=O)N1CCC(C(O)(c2ccccc2)c2ccccc2)CC1,nt,0.6,-6,99,3,37,3,-3,6,4,3
COC(=O)CSc1nc2ccc(NC(=O)CSc3nnnn3Cc3ccccc3)cc2s1,2,-1.0,27,93,-8,3,-4,-2,-27,-8,-5
COc1ccccc1OCC(=O)Nc1cccc(S(=O)(=O)NC2=NCCCCC2)c1,-8,2.5,-1,96,-6,-1,-1,0,1,-10,-1
CCCCNC(=O)C(CC)Sc1nc2sc(C(=O)OC)c(C)c2c(=O)n1N (configuration not stated),74,0.7,-2,99,-7,-6,nt,2,2,-2,-13
O=C(COC(=O)c1cc(=O)[nH]c2ccccc12)Nc1ccccc1F,-4,1.3,-12,121,-7,3,-7,nt,12,-1,3
O=[N+]([O-])c1ccc(NN=Cc2cccc3ccccc23)nc1,nt,1.6,-9,124,8,-3,31,-1,9,3,3
c1ccc(Nc2ccccc2)cc1,17,1.4,-17,92,4,14,-3,-3,17,7,5
CCCc1nc(NCc2ccccc2)c(C#N)c2c1CCCC2,789*,-0.7,29,94,2,10,-17,-1,-29,-5,-1
COc1ccc(Nc2oc(-c3ccc(OC)cc3)nc2C#N)cc1,-8,0.1,36,nt,7,11,nt,3,-37,0,-1
CCOC(=O)c1c(C)[nH]c(C(=O)COC(=O)c2ccc(F)c(S(=O)(=O)N3CCOCC3)c2)c1C,9,-0.6,74*,nt,-16,12,4,-2,-74,-3,9
COc1ccc(C(=O)NCCS(=O)(=O)NC2CCCC2)cc1,nt,-1.0,-8,97,-5,0,-2,-1,8,-5,-6
COc1ccc(C(=O)COC(=O)CNC(=O)c2ccc(OC)cc2)cc1,13,0.4,6,98,2,6,-2,0,-6,12,-7
CCOC(=O)N1CCC(NC(=O)CCC(=O)N2CCOc3ccc(C)cc32)CC1,-1,1.2,16,106,-2,-1,-5,0,-16,4,-6
Cn1c(=O)cc(OCCCC(=O)NCCN2CCN(c3ccccc3F)CC2)c2ccccc21,-6,0.1,2,97,-13,1,nt,nt,-2,-13,-7
COc1ccc(CNC(=O)CN2C(=O)NC(c3ccccc3)(c3ccccc3)C2=O)cc1,-1,1.2,-10,117,-2,44,-7,1,10,-6,-11
O=C(COC(=O)c1ccc[n+]([O-])c1)Nc1cc([N+](=O)[O-])ccc1Cl,-3,-0.8,6,132,1,-5,-15,-1,-6,8,3
Cc1ccc(/C=C2\SC(=S)N(CCC(=O)N3CCOCC3)C2=O)cc1,14,0.4,-11,94,10,6,19,0,11,13,-5
COc1ccccc1NC(=O)Cc1noc(CN(C)Cc2cccs2)n1,-3,0.0,7,105,-10,9,nt,5,-7,-4,-11
CN(C)S(=O)(=O)c1ccc(N=Cc2c(C(F)(F)F)[nH]n(C)c2=O)cc1,-18,0.9,20,79,2,-3,13,1,-20,-15,3
CC(=O)Nc1ccc(S(=O)(=O)n2nc(C)cc2C)cc1,-8,0.3,2,108,-11,0,6,0,-2,-6,-3
CCOc1ccc(NC(=O)CN(C)C(=O)Cn2c(=O)cnc3ccccc32)cc1OCC,-12,0.7,15,103,-7,-4,nt,2,-15,6,-8
COc1ccc(NC(=S)NCC(O)c2ccccc2)c(OC)c1 (configuration not stated),-24,-0.2,3,92,0,11,3,-2,-3,0,-3
Cc1ccc(OC(=O)c2ccc([N+](=O)[O-])cc2Cl)cn1,7,1.2,3,100,-5,38,14,-3,-3,1,-9
